Screening results from PubChem BioAssay.
GAA850 FXN act: frataxin GAA850 promoter activation; activation, % at 6 µM; HEK293 lucGAA850 FXN promoter luciferase reporter, 24 h; percent of 10 µM SAHA response; actives 0.56% (n = 360,000);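 active = activation above the average of all compounds screened plus 3 SD, cutoff fixed separately per campaign, cut at about 7.5% in these data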;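 note: 0% = DMSO wells and 100% = 10 µM SAHA wells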
DAX1 inh-1: inhibitors of DAX1 repression of SF-1 activated StAR promoter; inhibition, % at 6.8 µM; AID 652010; actives 1.1% (n = 370,000); HEK293T StAR-luciferase reporter, SF-1/DAX-1 repression relief;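 active = inhibition above the mean over all tested compounds plus 3 SD, cut at about 3.6% in these data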;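 note: 0% = DAX-1 cells with DMSO and 100% = cells lacking DAX-1 with DMSO; higher inhibition means more luminescence from relief of DAX-1 repression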
NPR1 activator: GC-A (human) enzyme activation | HEK293 GC-A cells, cGMP TR-FRET, EC30 ANP; 0% at EC30 ANP, 100% saturating ANP | activation, % at 10 µM | actives 0.14% (n = 370,000) | AID 1671463; in the data active = activation above about 40%
NPR2 activator: GC-B (human) receptor activation; AID 1920062; P20594; HEK293-GC-B cells, CNP EC30, cGMP TR-FRET; 0% at EC30 CNP, 100% saturating CNP; actives 0.11% (n = 370,000); activation, % at 10 µM;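 active = activation at 10 µM reaching about 35% in either raw or pattern-adjusted values, limit read from the data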
hgDAF12 agonist: hgDAF-12 agonism, primary luciferase screen; HEK293 GAL4-hgDAF12 UAS-luciferase reporter, agonist luminescence; normalized to butyrate control; activation, % at 6.8 µM; actives 1.8% (n = 370,000); AID 687014;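 active = activation above a cutoff set at the mean of all screened compounds plus 3 SD, cut at about 10% in these data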;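 note: 0% = DMSO wells and 100% = sodium butyrate wells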
ADAM10 inh: inhibitors of human ADAM10. recombinant ADAM10, EDANS/DABCYL FRET peptide cleavage, 3 h. inhibition, % at 7 µM. actives 0.62% (n = 370,000). O14672;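 active = inhibition above a per-campaign cutoff equal to the mean of compounds falling between control-based bounds plus 3 SD, cut at about 20% in these data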;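 note: 0% = DMSO wells while the 100% control is not disclosed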
hcDAF-12 act: H. contortus DAF-12 activation, primary screen; HEK293 hcDAF-12 lit1-tk-luc reporter, luminescence; 0% DMSO, 100% Δ7-dafachronic acid; actives 1.4% (n = 370,000); activation, % at 6.8 µM;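 active = activation above the mean of all tested compounds plus 3 SD, cut at about 5.5% in these data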;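 note: 100% = response to 3 µM Δ7-dafachronic acid high control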
ssDAF-12 act: S. stercoralis DAF-12 activation, primary screen | AID 652126 | activation, % at 6.8 µM | HEK293 ssDAF-12/GRIP1 lit1-tk-luc reporter, luminescence; % of 3 µM dafachronic acid response | actives 1% (n = 370,000);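 active = activation above the mean over all tested compounds plus 3 SD, cut at about 0.9% in these data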;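 note: 0% = DMSO-only wells and 100% = 3 µM delta7-dafachronic acid wells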
SMARCA2 activ: activators of SMARCA2 function; MG213 cells, MMTV-luciferase reporter, dexamethasone, overnight; activation, % at 9.1 µM; actives 1% (n = 370,000); in the data active = activation above about 7.8%;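 note: 0% = vehicle wells and 100% = reference activator wells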
sPLA2-III inh: Inhibits HGIII-sPLA2 liposome hydrolysis, primary screen; inhibition, % at 12.2 µM; actives 0.56% (n = 370,000); Q9NZ20; QFRET BODIPY PC-A2 liposome hydrolysis, fluorescence;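 active = inhibition above mean plus 3 SD of compounds lying within the high and low control bounds, cut at about 19% in these data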;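 note: 0% = median of test compound wells and 100% = no enzyme DMSO wells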
Target sequence (Q9NZ20 whole entry, looked up): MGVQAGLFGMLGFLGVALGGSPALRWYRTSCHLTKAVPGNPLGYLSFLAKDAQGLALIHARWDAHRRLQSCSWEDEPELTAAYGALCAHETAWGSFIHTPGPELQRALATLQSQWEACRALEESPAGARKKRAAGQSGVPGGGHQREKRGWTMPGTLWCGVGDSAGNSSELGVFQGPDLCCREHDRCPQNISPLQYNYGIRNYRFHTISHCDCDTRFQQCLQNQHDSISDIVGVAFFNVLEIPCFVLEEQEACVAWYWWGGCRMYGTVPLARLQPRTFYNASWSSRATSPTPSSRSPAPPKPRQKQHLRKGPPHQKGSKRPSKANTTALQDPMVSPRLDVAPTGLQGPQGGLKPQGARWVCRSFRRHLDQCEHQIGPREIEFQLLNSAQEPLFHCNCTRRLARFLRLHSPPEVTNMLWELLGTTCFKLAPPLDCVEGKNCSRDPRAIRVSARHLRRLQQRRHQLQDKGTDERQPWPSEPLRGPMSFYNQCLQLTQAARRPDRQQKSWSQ
DAX1 inh-2: NR0B1 (DAX1) inhibition; P51843; HEK293 Gal4-DAX1 luciferase reporter, luminescence; inhibition, % at 6.75 µM; actives 0.99% (n = 340,000); AID 504766;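 active = inhibition above the mean over all tested compounds plus 3 SD, cut at about 4.2% in these data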;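 note: 0% = DAX1-transfected cells with DMSO and 100% = empty-vector control cells with DMSO; inhibition shows as a rise in luminescence from relieved DAX1 repression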
Target sequence (P51843 207-470 limits assumed): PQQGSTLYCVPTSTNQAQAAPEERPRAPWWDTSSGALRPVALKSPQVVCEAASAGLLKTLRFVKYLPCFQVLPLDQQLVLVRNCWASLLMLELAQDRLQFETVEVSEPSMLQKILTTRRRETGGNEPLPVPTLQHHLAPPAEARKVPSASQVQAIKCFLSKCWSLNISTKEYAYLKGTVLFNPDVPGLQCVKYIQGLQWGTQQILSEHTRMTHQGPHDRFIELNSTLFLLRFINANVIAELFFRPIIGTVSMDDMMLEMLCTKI
The depositor's hits bear a star; i = inactive; . = no result given.

SMILES | GAA850 FXN act | DAX1 inh-1 | NPR1 activator | NPR2 activator | hgDAF12 agonist | ADAM10 inh | hcDAF-12 act | ssDAF-12 act | SMARCA2 activ | sPLA2-III inh | DAX1 inh-2
C=CCC(NC(=O)N(C)C)(C(C)=O)C(=O)OC (stereo not given) | . | 1.5 | -2 | 4 | -0.7 | -23 | -1.8 | -0.3 | -2 | 13 | .
CCN(CC)C(=O)[C@H]1CC(CC(=O)NCc2ccc(OC)c(OC)c2)C(=O)N2CCc3c([nH]c4ccc(OC)cc34)[C@]12C (stereo not given in full) | -2.4 | 1.9 | -1 | -3 | -1.3 | 1 | 0.3 | -0.1 | -3 | -9 | -0.4
O=c1c2ccccc2c(C=NCCCN2CCOCC2)c(O)n1Cc1ccc2c(c1)OCO2 | 1.9 | -1.2 | 13 | 14 | -3.8 | -81 | -1.4 | -1.5 | 5 | 0 | -1.0
COc1cc(N/C(=C\C(=O)c2ccccc2)c2ccccc2)ccc1Cl | . | 1.6 | -2 | -1 | 2.5 | -4 | 0.2 | -1.0 | 2 | 4 | .
CC(=O)N1CCN(CC(=O)Nc2cc(S(=O)(=O)N3CCOCC3)ccc2C)CC1 | 2.4 | 0.7 | -1 | -2 | 2.4 | -13 | 0.5 | -0.7 | -6 | 8 | 0.7
COc1ccc(Nc2nc(-c3cccs3)nc3ccccc23)cc1 | 0.4 | -1.8 | -3 | 0 | -1.4 | -85 | -1.3 | -1.2 | -2 | -33 | -0.4
Cc1ccc(NCC(=O)N=Nc2c(O)[nH]c3ccc([N+](=O)[O-])cc23)cc1 | . | 0.5 | -2 | -4 | 2.8 | -4 | 1.5 | -0.4 | -4 | 7 | .
CCOc1ccccc1-c1nnc(SCC(=O)NC2CC2)n1CC | -1.1 | -0.8 | -1 | 0 | 2.7 | -1 | 4.5 | 1.1* | -2 | 9 | -0.1
CC1(C)CC(Cc2cccc(C(F)(F)F)c2)N(C(=O)OC(C)(C)C)C1 (stereo not given) | 1.1 | -0.4 | -1 | 0 | 6.3 | -6 | 0.3 | -1.3 | 2 | 3 | -0.1
Cc1c(Cl)cccc1NC(=O)COC(=O)c1ccc(CN2CCCC2=O)cc1 | 0.3 | 0.9 | 4 | 4 | 0.4 | -8 | -1.0 | -1.1 | 2 | 2 | 2.0
Cc1ccc(C(=O)NC23CC4CC(CC(C4)C2)C3)c(Cl)c1 | 1.0 | 0.2 | 2 | -3 | 4.0 | 4 | 0.6 | -0.5 | -1 | 15 | 0.6
Oc1ccccc1C=NNC(=S)Nc1ccc(F)cc1 | -5.1 | -2.6 | 0 | -3 | -3.3 | -44 | -0.4 | -1.0 | -2 | 32* | -0.1
O=C(COc1ccccc1)NCc1nnc2c3ccccc3c(-c3ccccc3)nn12 | 0.8 | -1.0 | -6 | -6 | -1.9 | -4 | -1.3 | -1.6 | 2 | -9 | -1.5
Cc1cc(-c2n[nH]c(=S)n2/N=C/c2ccc(C)o2)n[nH]1 | 2.1 | 0.5 | 0 | 2 | -0.8 | -1 | 2.7 | -1.8 | 0 | 0 | -0.8
C1CCc2c(nc3nnnn3c2N2CCOCC2)C1 | -1.4 | -0.6 | 5 | 5 | 2.6 | 2 | -0.9 | -0.7 | -2 | 2 | 0.1
Cc1csc(=O)n1CCC(=O)OCC(=O)c1ccc(Br)cc1 | -1.4 | 0.8 | 6 | 1 | 0.3 | 1 | 1.0 | -0.5 | 0 | -4 | -0.3
CCNC(=S)Nc1ccc(Cl)cc1Cl | 2.7 | 0.3 | 1 | 7 | -0.7 | 2 | -1.4 | -0.4 | -4 | 5 | -0.3
CC(C)Nc1ncnc2c1ncn2[C@H]1CN(Cc2ccc(F)cc2)C[C@@H](CO)O1 | -1.7 | 0.2 | -4 | 0 | -2.5 | -5 | 2.2 | -1.0 | -1 | -9 | .
COc1ccc(S(=O)(=O)Cc2ccc(C(=O)NCCc3cc(OC)ccc3OC)o2)cc1 | 0.5 | -0.5 | 1 | 0 | 1.8 | 2 | -1.0 | -1.0 | -2 | -4 | 1.4
NC(=O)c1ccccc1NC(=O)c1ccc2c(c1)OCO2 | 3.0 | 1.3 | -4 | 4 | 11* | 12 | 2.0 | 0.4 | 7 | 2 | 2.1
CC(NC(=O)[C@H](C)NC(=O)c1ccco1)c1ccc(S(N)(=O)=O)cc1 (stereo not given in full) | 0.7 | 0.5 | 2 | 6 | 1.7 | -11 | -0.9 | -0.6 | -3 | 3 | -0.4
CSc1ccc(CN2CCCCCC2)cc1 | 3.8 | -0.1 | 0 | 0 | 0.6 | 3 | -0.7 | -1.3 | 0 | 4 | 1.0
COC(=O)c1ccccc1-n1c(CCC(=O)O)ccc1-c1ccccc1 | 0.6 | 0.2 | -4 | -3 | -1.3 | -9 | -0.6 | -0.9 | 1 | -18 | 0.7
CN(C)c1nnnn1Cc1ccccc1 | 3.6 | -0.6 | -1 | 3 | -1.4 | -4 | -0.7 | -0.9 | 1 | 18 | 0.8
Cn1c(Cn2nnc3ccccc32)nnc1SCC(=O)c1ccccc1F | 0.6 | 0.9 | 0 | 3 | 4.3 | 0 | 1.0 | -0.3 | 2 | -10 | 0.7
Cc1nc2sc(C(c3ccc(Cl)cc3)N3CCN(c4ccccc4F)CC3)c(O)n2n1 (stereo not given) | 1.8 | -0.1 | 1 | 3 | 1.8 | 7 | -1.7 | -0.7 | -3 | -36 | -0.3
COC(=O)CCC(=O)c1oc2ccc(OC)cc2c1N | 2.2 | 1.5 | -3 | 1 | 9.3 | -87 | 4.6 | 0.0 | 4 | 11 | 2.5
CCOC(=O)c1c(-c2ccc(C)cc2)csc1NC(=S)NC(=O)c1ccccc1 | 2.1 | -0.2 | 0 | 3 | -1.6 | 0 | -2.0 | -0.8 | 4 | 3 | -0.2
COc1ccc2oc(C(=O)OCC(=O)NCCc3ccccc3)c(C)c2c1 | -0.8 | -0.2 | -1 | -2 | 2.9 | -174 | 0.5 | -0.7 | -3 | -3 | 0.4
O=C(COC(=O)c1cccnc1)NC1CCCc2ccccc21 (stereo not given) | 0.5 | 0.3 | 2 | 1 | 2.2 | -15 | -1.6 | -1.2 | -4 | 4 | -0.7
CCC(CC)c1nnc(NC(=O)CCS(=O)(=O)Cc2ccccc2)s1 | 3.6 | 0.1 | 5 | 3 | -1.1 | -3 | 0.4 | -0.1 | 0 | -6 | -1.1
CCOC(=O)N1CCN(C(=O)c2ccc(OC)cc2)CC1 | 1.4 | 0.1 | . | . | 1.3 | -5 | 0.4 | -0.5 | 1 | 4 | 0.9
CCOC(=O)c1sc2ccc(S(=O)(=O)N3CC(C)CC(C)C3)cc2c1N (stereo not given) | -0.6 | -0.2 | -9 | -4 | -0.1 | -1 | 1.7 | -1.2 | 0 | -3 | 1.4
Cn1c(=O)cc(OCCCC(=O)NCc2ccccn2)c2ccccc21 | 2.7 | 0.7 | 1 | 2 | 0.7 | -4 | -0.2 | -0.5 | 0 | 2 | 1.1
CCN1CCN(C(=O)C(=O)c2cn(CC(=O)N3CCCCCC3)c3ccccc23)CC1 | 1.5 | -0.6 | 2 | 1 | 1.1 | -7 | 0.0 | -1.3 | 0 | -1 | 0.2
Cc1ccc(/C=N/NC(=O)c2ccc(Cn3cc([N+](=O)[O-])cn3)o2)cc1 | 4.3 | -0.2 | -4 | -13 | 1.0 | 10 | 2.1 | -1.2 | 0 | 6 | -0.5
COc1ccc(OC)c(Nc2nc(N(C)c3ccccc3)nc(N)c2[N+](=O)[O-])c1 | 6.1 | -0.5 | -28 | -14 | 2.3 | 6 | 2.3 | 0.4 | 0 | 0 | -0.7
c1ccc(Nc2nc(N3CCCC3)nc(N3CCOCC3)n2)cc1 | 1.4 | 0.0 | -1 | 1 | 0.8 | -2 | -1.6 | -0.9 | 0 | 1 | 1.7
Cc1[nH]c2ccccc2c1/C=N/NC(=O)c1cc(C(C)C)[nH]n1 | 1.3 | -0.2 | 2 | 2 | 1.6 | 4 | 1.2 | -1.5 | -2 | 1 | 0.8
O=C(N[C@H](CO)c1ccccc1)[C@H]1O[C@@H](n2ccc(=O)[nH]c2=O)[C@H](O)[C@@H]1O | . | -1.6 | 2 | -6 | -0.5 | -4 | 0.2 | -0.6 | -4 | 1 | .
OCC[C@@H]1C[C@@H](O)[C@H](O)[C@]2(CCCO2)O1 | -2.4 | 0.6 | -2 | 2 | -0.7 | 1 | -0.8 | -1.4 | 0 | 7 | 0.6
COc1ccc(C)cc1NC(=O)CN1C(=O)COc2ccc(C)cc21 | 0.6 | -0.3 | -14 | -12 | -1.9 | -6 | 0.3 | -1.6 | -4 | 7 | -2.2
C=CCC1(C)C(=O)N(c2ccccc2)c2ccccc21 (stereo not given) | 2.8 | 0.0 | -3 | 3 | 2.3 | 6 | -1.3 | -1.5 | -3 | -6 | -1.7
CCC(=O)N(Cc1ccco1)Cc1cc2cc3c(cc2[nH]c1=O)OCO3 | -1.0 | -0.5 | 0 | 0 | -3.4 | i | -2.4 | -1.5 | -1 | 1 | 0.0
Cc1ccc(NC(=S)c2ccncc2)cc1 | 1.0 | -0.7 | -1 | 0 | 1.6 | 0 | -2.6 | -1.7 | -4 | 6 | -0.1
O=C(CCn1c(=O)oc2ccccc21)NCCCN1CCCC1=O | 0.1 | -0.6 | 3 | 6 | 0.0 | -6 | 0.1 | -0.6 | -1 | 12 | -0.4
CN1CCCN(C(=O)c2cc(-c3cccc4ccccc34)nc3ccccc23)CC1 | 2.0 | -0.1 | -9 | -2 | -2.1 | -135 | -1.2 | -1.2 | -3 | -4 | -0.1
O=C(O)c1cc(N2C(=O)C3CCCCC3C2=O)ccc1NCc1cccnc1 (stereo not given) | 1.3 | -0.2 | 0 | -2 | -1.2 | -85 | -1.1 | -1.0 | -5 | 11 | -0.9

Reformatted: entries from further up
Value order: GAA850 FXN act	DAX1 inh-1	NPR1 activator	NPR2 activator	hgDAF12 agonist	ADAM10 inh	hcDAF-12 act	ssDAF-12 act	SMARCA2 activ	sPLA2-III inh	DAX1 inh-2
OCC[C@@H]1C[C@@H](O)[C@H](O)[C@]2(CCCO2)O1
→ -2.4	0.6	-2	2	-0.7	1	-0.8	-1.4	0	7	0.6
COc1ccc(C)cc1NC(=O)CN1C(=O)COc2ccc(C)cc21
→ 0.6	-0.3	-14	-12	-1.9	-6	0.3	-1.6	-4	7	-2.2
C=CCC1(C)C(=O)N(c2ccccc2)c2ccccc21 (stereo not given)
→ 2.8	0.0	-3	3	2.3	6	-1.3	-1.5	-3	-6	-1.7
CCC(=O)N(Cc1ccco1)Cc1cc2cc3c(cc2[nH]c1=O)OCO3
→ -1.0	-0.5	0	0	-3.4	i	-2.4	-1.5	-1	1	0.0
Cc1ccc(NC(=S)c2ccncc2)cc1
→ 1.0	-0.7	-1	0	1.6	0	-2.6	-1.7	-4	6	-0.1
